# OX1R antagonist – OX1R (HCRTR1) antagonists, primary screen, fluorescence, CHO/OX1R cells, Fluo-8 calcium, orexin A; Orexin/Hypocretin receptor type 1 (Homo sapiens), O43613; Fluo-8 calcium fluorescence; inhibition, % at 5 µM; actives 0.43% (n = 330,000); AID 434989, 2010;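 active means inhibition above its plate's threshold, mean inhibition of all tested compounds on the plate plus 3 SD, cut at about 37% in these data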;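 further: 0% = orexin A challenge wells and 100% = SB-334867-A antagonist wells; not every result past the cut was called active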
# Target sequence (O43613 whole entry, looked up): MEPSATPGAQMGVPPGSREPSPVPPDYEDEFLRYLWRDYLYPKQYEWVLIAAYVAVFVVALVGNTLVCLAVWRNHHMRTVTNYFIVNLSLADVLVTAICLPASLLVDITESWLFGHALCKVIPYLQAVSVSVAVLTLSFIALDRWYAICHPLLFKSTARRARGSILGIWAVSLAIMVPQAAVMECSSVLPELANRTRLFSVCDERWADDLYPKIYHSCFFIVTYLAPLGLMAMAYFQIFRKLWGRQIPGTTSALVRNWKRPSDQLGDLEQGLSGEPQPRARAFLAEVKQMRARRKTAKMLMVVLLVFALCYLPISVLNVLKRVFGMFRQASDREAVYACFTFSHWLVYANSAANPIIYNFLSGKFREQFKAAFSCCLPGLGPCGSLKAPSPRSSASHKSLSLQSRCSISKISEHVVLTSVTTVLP
# CHT allo act – CHT positive allosteric modulators, primary screen, cell-based, membrane potential dye, choline EC20 | CHT-expressing cells; active compounds read high; LV-AA mutant CHT in HEK293 cells | B-score at 10 µM | actives 0.49% (n = 310,000);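 active means initial fluorescence not abnormally high and integrated response B-score, plate-corrected, over 3 SD above library mean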
# Target sequence (Q9GZV3 whole entry, looked up): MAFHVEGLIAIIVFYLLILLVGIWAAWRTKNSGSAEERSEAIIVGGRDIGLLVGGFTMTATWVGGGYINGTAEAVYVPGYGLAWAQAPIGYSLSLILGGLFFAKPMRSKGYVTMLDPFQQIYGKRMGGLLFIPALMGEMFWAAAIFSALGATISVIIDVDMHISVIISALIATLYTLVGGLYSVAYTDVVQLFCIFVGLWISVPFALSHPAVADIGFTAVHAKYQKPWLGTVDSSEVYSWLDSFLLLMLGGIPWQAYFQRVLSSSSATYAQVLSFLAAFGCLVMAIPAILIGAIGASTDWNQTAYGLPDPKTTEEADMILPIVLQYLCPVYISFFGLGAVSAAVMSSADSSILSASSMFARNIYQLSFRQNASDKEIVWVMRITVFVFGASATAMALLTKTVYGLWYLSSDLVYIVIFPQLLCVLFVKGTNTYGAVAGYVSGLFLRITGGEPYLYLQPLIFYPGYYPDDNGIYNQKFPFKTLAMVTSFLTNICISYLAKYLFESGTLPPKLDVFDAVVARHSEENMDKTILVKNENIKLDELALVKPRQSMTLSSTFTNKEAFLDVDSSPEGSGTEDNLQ
# The depositor's hits bear a star; i = inactive; / = not tested or not shown.
Structure | OX1R antagonist | CHT allo act
Cc1[nH]c(=O)[nH]c(=O)c1/C=N\NC(=O)CCc1ccc(OC(C)C)cc1 | -12 | i
CC(C)(C)SCCNC(=O)CN1C(=O)c2ccccc2S1(=O)=O | -11 | i
CCN(CC)S(=O)(=O)c1ccc(NC(=S)Nc2ccccc2)cc1 | -15 | i
COC(=O)c1c(C)noc1-c1snnc1C | -2 | i
CCC(C)(C)n1nnnc1C(c1ccc(Cl)cc1)N1CCN(C)CC1 (stereo not drawn) | -3 | i
COc1ccc(C(=O)NC(=S)Nc2ccc(N3CCOCC3)cc2)cc1Cl | -35 | i
CCOc1ccccc1N(C(=O)c1ccco1)C(C(=O)NC1CCCC1)c1cccnc1 (stereo not drawn) | -27 | i
CCCc1nnc2n1N=C(c1ccc(C)cc1)CS2 | -26 | i
Cc1nc([N+](=O)[O-])cn1Cc1cccc([N+](=O)[O-])c1 | -24 | i
Cc1nn(-c2cc(N3CCCCC3)ccc2N)c(=O)c2ccccc12 | -35 | i
CCc1c(C)nc2[nH]nc(-c3ccccc3)n2c1=O | -12 | i
CCC(CC)NC(=O)COC(=O)c1ccc2c(c1)C(=O)N(Cc1ccco1)C2=O | 3 | i
COC(=O)c1cnc(Oc2ccc(NC(=O)NC(=O)c3c(F)cccc3F)cc2)cc1C(F)(F)F | -12 | i
COc1cc(NC(=O)CCCNC(=O)Cn2cnc3sc(C)c(C)c3c2=O)cc(OC)c1OC | -14 | i
O=C(Nc1cccc(S(=O)(=O)N2CCCCC2)c1)C1CC1 | -8 | /
COC(=O)Cc1[nH]nc2c1C1(C(=O)N(Cc3ccc(Cl)cc3)c3ccccc31)C(C#N)=C(N)O2 (stereo not drawn) | 4 | i
CCC1Sc2ccc(S(=O)(=O)CCC(=O)N3CCc4ccccc43)cc2NC1=O (stereo not drawn) | -8 | i
C/C(=N\NC(=O)c1ccncc1)c1ccc(N2CCOCC2)cc1 | -13 | /
CCOC(=O)/C(=N\Nc1ccccc1Cl)N(C)C1CCS(=O)(=O)C1 (stereo not drawn) | -6 | i
Cc1ccc(S(=O)(=O)NC(CC(=O)N2CCc3ccccc32)c2ccco2)cc1 (stereo not drawn) | -27 | i
CCCCc1nnc(NC(=O)C2CCCO2)s1 (stereo not drawn) | -5 | i
O=C(Nc1ccc2cccnc2c1)c1ccc(Br)cc1 | 2 | i
COc1ccccc1-n1cc(CN2CCN(C3CCCCC3)C(CCO)C2)cn1 (stereo not drawn) | -22 | i
CCCCCN(C(=O)COC(=O)c1ccc(Br)o1)c1c(N)n(CCCC)c(=O)[nH]c1=O | -2 | i

# Shown with two lines to a compound: part of the list above
# Fields – OX1R antagonist, CHT allo act
COc1ccccc1-n1cc(CN2CCN(C3CCCCC3)C(CCO)C2)cn1 (stereo not drawn)
→ -22, i
CCCCCN(C(=O)COC(=O)c1ccc(Br)o1)c1c(N)n(CCCC)c(=O)[nH]c1=O
→ -2, i

# Next part
Structure | OX1R antagonist | CHT allo act
COCCn1c(SCC(=O)Nc2cccc(F)c2)nc2c([nH]c3ccccc32)c1=O | -20 | i
O=C(O)/C=C/c1ccccc1[N+](=O)[O-] | 16 | i
O=C(Cn1cc(Cl)c([N+](=O)[O-])n1)NCCC1=CCCCC1 | -23 | i
Cc1cc2nc(/N=C(\N)NC(=O)N3c4ccccc4Sc4ccccc43)nc(C)c2cc1C | -6 | i
COc1ccc(-c2cn[nH]c2-c2ccc(OCc3ccccc3)cc2O)cc1OC | -15 | i
COc1ccc2cc(S(=O)(=O)N3CCOCC3)ccc2c1 | -6 | i
CSc1cccc(NC(=S)NN(C)C)c1 | -11 | i
Cc1[nH]c2ccccc2c1C(=O)COC(=O)c1ccccc1O | 27 | /

# 3 entries out of the list, arranged by count of non-hydrogen atoms, falling:
Structure | OX1R antagonist | CHT allo act
Cc1cc2nc(/N=C(\N)NC(=O)N3c4ccccc4Sc4ccccc43)nc(C)c2cc1C | -6 | i
COc1ccc(-c2cn[nH]c2-c2ccc(OCc3ccccc3)cc2O)cc1OC | -15 | i
O=C(Cn1cc(Cl)c([N+](=O)[O-])n1)NCCC1=CCCCC1 | -23 | i

# Carrying on.
Structure | OX1R antagonist | CHT allo act
CC1=NCC(C)c2c1[nH]c1ccccc21 (stereo not drawn) | -6 | i
COc1cccc(-c2ccc(SCC(=O)NCCc3ccccc3)nn2)c1 | -17 | i
COc1ccc(C(c2nnnn2CS(=O)(=O)c2ccc(C)cc2)N2CCN(c3ncccn3)CC2)cc1 (stereo not drawn) | -24 | i
O=C(OCC(=O)N1CCN(c2cccc(Cl)c2)CC1)c1ccco1 | 1 | /
CCOC(=O)/C=C/C(=O)OCC(=O)Nc1cccc(Br)c1 | -3 | i
COc1ccc(Cl)cc1NC(=O)CNc1ccccc1CN(C)C1CCCCC1 | -24 | i
Cc1ccc(C)c(C(=O)COC(=O)c2cc([N+](=O)[O-])ccc2N2CCOCC2)c1 | -26 | i
CCOc1cc(C2NC(=O)NC(O)(C(F)(F)F)C2C(=O)c2ccccc2)ccc1OC (stereo not drawn) | -5 | i
CCC(=O)NCCCc1nc2ccccc2n1Cc1ccccc1F | -20 | i
COc1ccc(COc2cccc(C=O)c2)cc1 | 12 | i
Cc1ccc(NC(=O)COC(=O)c2ccc3c(c2)C(=O)N(CCc2ccccc2)C3=O)c(C)c1 | -10 | i
COc1ccc(/C=N\N=C2/SC(CC(=O)O)C(=O)N2c2ccc(O)cc2)cc1 (stereo not drawn) | -7 | i
CC(OC(=O)c1ccc(Cl)c(S(=O)(=O)Nc2ccc(F)cc2)c1)C(=O)NC(N)=O (stereo not drawn) | -9 | i
Cc1[nH]c2ccc(-c3n[nH]c(=S)n3Cc3ccccc3)cc2c1C | -1 | i
C[C@H](CO)N1C[C@H](C)[C@@H](CN(C)C(=O)Nc2ccc3c(c2)OCO3)Oc2c(NC(=O)Nc3ccc4c(c3)OCO4)cccc2C1=O | -10 | /
Cc1ccc(C(=O)NC2CCN(C(=O)N3CCOCC3)CC2)cc1 | -8 | i
Cn1c(=O)c2c(SCc3cccc(C(F)(F)F)c3)nc(-c3ccco3)nc2n(C)c1=O | -11 | i
CC1CCN(C(=O)c2nc[nH]c2C(=O)N2CCC(C)CC2)CC1 | -1 | /
Cc1nc2ccc(S(=O)(=O)NCC(=O)NCCN3CCCCCC3)cc2s1 | -6 | i
Cc1c(NC(=O)CN2c3cccc4cccc(c34)S2(=O)=O)c(=O)n(-c2ccccc2)n1C | -5 | i
Cc1ccc(SC(C)C(=O)NCc2ccncc2)cc1 (stereo not drawn) | -5 | i
CS(=O)(=O)NC1c2cccc3cccc(c23)C1N1CCOCC1 (stereo not drawn) | -12 | i
C=CCNc1cc(C)oc(=O)c1C(=O)CC | -14 | i
O=C(c1ccc(F)cc1)N1CCC(C(=O)N2CCN(S(=O)(=O)c3cccc(Cl)c3)CC2)CC1 | -11 | i
COc1ccc(CNC(=O)CC2Sc3ccccc3NC2=O)cc1 (stereo not drawn) | -23 | i
COc1ccc(CN=C(Nc2ccccc2)SC2CC(=O)NC2=O)cc1 (stereo not drawn) | -11 | i
O=C1CN(C(=O)c2ccco2)C(c2ccccc2)c2cc(Cl)ccc2N1 (stereo not drawn) | -20 | i
Fc1ccc(CNc2ncnc3cc(Cl)ccc23)cc1 | -13 | i
CCn1nc(C(=O)OCC(=O)N(CC(C)C)c2c(N)n(Cc3ccccc3)c(=O)[nH]c2=O)c2ccccc2c1=O | -19 | i
N/C(Cc1ccc(Cl)cc1)=N\OC(=O)c1ccc2ccccc2c1 | -30 | i
Cc1ccc(/C=N/NC(=O)CSc2nc3ccccc3c(=O)n2-c2ccccc2)s1 | -26 | i
COc1cc(/C=C(\CCC(=O)O)c2nc3ccccc3s2)ccc1OCC(=O)Nc1c(Cl)cccc1Cl | 0 | /
CCCCNC(=O)C(C#N)c1nc2ccccc2nc1N1CCN(c2ccccc2F)CC1 (stereo not drawn) | -18 | i
O=C(OCC(=O)N1CCN(c2ccccc2)CC1)c1ccc[n+]([O-])c1 | -4 | i
CC1=C(C(=O)Nc2ccccc2)C(c2ccncc2)C(C#N)=C(SCC(=O)NC(C)C)N1 (stereo not drawn) | -18 | i
COc1c[nH]n(C2CCCCC2)c(=O)c1=O | 4 | i
CC(C)n1cc(CNC(=O)C2CCC(=O)N(Cc3ccccc3F)C2)cn1 (stereo not drawn) | -16 | i
Cc1noc(C)c1COc1ccc(C(=O)N2CCCC(C(F)(F)F)C2)cc1 (stereo not drawn) | -28 | i
CCOC(=O)c1sc(Nc2nc3cc4c(cc3s2)OCO4)cc1C | -30 | i
Cc1cccc(N(C(=O)c2ccco2)C(C(=O)NC2CCCC2)c2cccnc2)c1C (stereo not drawn) | -14 | i
COc1ccc(C(=O)c2cc([N+](=O)[O-])ccc2N2CCCC2)cc1 | -44 | i
O=C(O)C1=C(C(=O)N2CCN(C(=O)c3ccco3)CC2)CCCC1 | 8 | i
CCN(CC)Cc1ccccc1CNC(=O)c1cccc(S(=O)(=O)Nc2ccc3c(c2)OCO3)c1 | -23 | /
COc1ccccc1NC(=O)NCCN1CCCCC1 | -14 | i
CCCN1CN(Cc2ccccc2)CC2=C1CC(C)(C)CC2=O | -20 | i
COc1ccc([C@H]2C=C(C(=O)O)O[C@@H](OCc3ccc(CO)cc3)C2)cc1 | -10 | i
Cc1cc(C)c(S(=O)(=O)c2ccccc2)c(OC(=O)c2c(F)cccc2Cl)n1 | -12 | i
N#Cc1sc(NCc2cccc(Cl)c2)nc1Cl | -13 | i
O=C(NCc1c(Cl)cccc1Cl)c1ccc2nnsc2c1 | -12 | i
O=C(c1cc2n(n1)C(C(F)(F)F)CC(c1ccc(Cl)cc1)N2)N1CCCC1 (stereo not drawn) | -10 | i
Cn1cc(CN(CCO)Cc2cccs2)c(-c2ccccc2F)n1 | -26 | i
Cc1cnc(NC(=O)CSc2ncn(-c3ccccc3)n2)s1 | -15 | i
COC(=O)c1cn(C(=O)c2ccc(OC)cc2)c2ccccc12 | -21 | i
CCc1cc2c(=O)c(-c3nc4ccccc4n3C)coc2c(CN2CCCC(C)C2)c1O (stereo not drawn) | -27 | i
Cc1nc([N+](=O)[O-])c(Br)n1CC(=O)c1ccccc1 | -11 | i
O=C(Nc1ccccc1Cl)C1(c2ccccc2)CC1(Cl)Cl (stereo not drawn) | -24 | i

# Complete entries, looked up by structure:
# Shown for Cc1cccc(N(C(=O)c2ccco2)C(C(=O)NC2CCCC2)c2cccnc2)c1C (stereo not drawn) : OX1R antagonist = -14; CHT allo act = i
# Shown for CS(=O)(=O)NC1c2cccc3cccc(c23)C1N1CCOCC1 (stereo not drawn) : OX1R antagonist = -12; CHT allo act = i
# Shown for CCC(C)(C)n1nnnc1C(c1ccc(Cl)cc1)N1CCN(C)CC1 (stereo not drawn) : OX1R antagonist = -3; CHT allo act = i

# The list goes on.
Structure | OX1R antagonist | CHT allo act
CSc1nc2ccc(NC(=O)c3ccc(=O)n(C)n3)cc2s1 | -19 | i
COc1ccc(C)cc1N(CC(=O)Nc1ccc(S(=O)(=O)N2CCCC2)cc1)S(C)(=O)=O | / | i
CC12CCC(=O)N1C(C(=O)Nc1nnc(SCc3ccccc3)s1)CS2 (stereo not drawn) | -28 | i
CCOC(=O)CNC(=O)c1ccc(OCC(F)(F)F)cc1 | 3 | i
CCN(CC)S(=O)(=O)c1ccc(C(C)NC(=O)Cc2c[nH]c3ccccc23)cc1 (stereo not drawn) | -10 | i
O=C(Nc1nc2ccc3ccccc3c2s1)c1ccc(N2CCCCC2)c([N+](=O)[O-])c1 | -5 | i
O=C(NCc1ccco1)c1cnc2ccccn2c1=O | 9 | i
CCN1CCN(C(=O)c2cc3cc4cc(OC)ccc4nc3s2)CC1 | -16 | i
CC1=CC(=O)CC2C1(C)CCC(C)C2(C)CCC(C)CC(=O)O (stereo not drawn) | -8 | i
O=c1[nH]c(C2CCN(S(=O)(=O)c3ccc4c(c3)OCCO4)CC2)nc2c1nnn2Cc1ccc(F)cc1 | -26 | i
Brc1ccc(-c2cn3ccccc3n2)s1 | -17 | i
CN(C)CCNC(=O)C(=O)c1c(-c2ccccc2)cc2ccccn12 | -20 | i
COC(=O)c1[nH]c2ccc(F)cc2c1NS(=O)(=O)c1ccc(F)c(C)c1 | -17 | i
O=C(Nc1ccc(Br)cn1)c1ccc([N+](=O)[O-])o1 | -9 | i
O=C(NCc1nnnn1-c1ccc(F)c(F)c1)c1ccc2ccccc2c1 | -20 | i
COc1ccccc1NC(=O)CSc1nnnn1-c1ccc(F)cc1 | -23 | i
Cn1c(=O)c(C=Nc2ccccc2)c(O)c2ccccc21 | -19 | i
O=C(CCc1nnc(CCCCc2ccccc2)o1)NCCN1CCOC1=O | -11 | i
COc1cc(C(=O)NC(=S)N2CCCCCC2)cc(OC)c1OC | 1 | i
COc1ccc(-n2c(CCc3ccccc3)nnc2SCC(=O)NCc2ccccc2)cc1 | -17 | i
COC(=O)c1ccccc1NC(=O)C1CC=CCC1C(=O)O (stereo not drawn) | -2 | i
Cn1cnnc1SCC(=O)NN1C(=O)NC(C)(c2ccccc2)C1=O (stereo not drawn) | -10 | i
COc1ccc(CCN2CC(C(=O)NCCN3CCOC3=O)CCC2=O)cc1 (stereo not drawn) | -15 | i
COc1ccc(Cl)cc1NC(=O)COC(=O)CCc1cc(OC)c(OC)c(OC)c1 | -25 | i
O=C(CN1CCCc2ccccc21)NC(=O)NC1CCCCC1 | -24 | i
COc1cccc(C(=O)Nc2ccccc2F)c1 | -13 | i
CC(C)(C)NS(=O)(=O)c1ccc(NC(=O)C(Sc2ccccc2)c2ccccc2)cc1 (stereo not drawn) | -6 | i
CCOC(=O)N1CCC(=NNC(=O)c2cc3ccccc3cc2O)CC1 | -3 | i
CN(C(=O)c1ccc2c(c1)OCO2)C1CCCCC1 | -8 | i
